# NOD2 inhibition – NOD2 signaling inhibitors, cell-based, luminescence, uHTS, HEK293 (AID 1566); 290,000 compounds, 0.63% hits; HEK293 NOD2/NF-kB luciferase reporter, luminescence; higher % means a stronger effect; inhibition, % at 4 µM, or EC50 in µM where a hit was titrated; in the data active = inhibition above about 50%; also: many of its hits are not listed in these tables
# Hep lipid drop – modulators of hepatic lipid droplet formation. inhibition, % at 6.5 µM. AML12 mouse hepatocytes, oleate lipid droplets, BODIPY imaging. AID 1656. 240,000 compounds, 0.4% hits;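 active = lipid droplet intensity inhibited by at least 50%, with more than 500 cells counted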
#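 Technique: fluorescence imaging, 20x objective, two fields per well / Assay system: AML12 hepatocytes (mouse) / Measure: % inhibition of lipid droplet signal / Doses: 6.5 µM single-point dosing / Incubation: overnight exposure / Reagent: 100 µM oleic acid challenge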
# WT yeast gro inh – growth inhibition of WT yeast, mitochondrial fusion screen; mitochondrial fusion phenotypic screen, WT strain; inhibition, % at 10 µM; 190,000 compounds, 2.1% hits; in the data active = inhibition above about 58%; tested in S. cerevisiae
# Ins promoter up – MIN6 insulin promoter up-regulation | MIN6 insulin promoter-GFP reporter, high-content imaging; active compounds read high | z-score at 5 µM | 190,000 compounds, 0.3% hits | AID 1625;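 active = z-score above 3 at 5 µM with at least 500 cells counted in the well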
# Dynein transport – dynein cargo transport inhibition | 220,000 compounds, 0.47% hits | AID 1381 | 3617.4 mouse cells, GR-EGFP nuclear translocation imaging; test concentration mostly 20 µM; stimulated with dexamethasone, 1 µM; active compounds read low | z-score, hits read low;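 active = plate z-score of nuclear minus cytoplasmic receptor signal below a set negative limit, without overly bright fluorescence or cell loss, cut at about -3.5 in these data, passing the limit was not always enough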;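 also: z-score of nuclear minus cytoplasmic ring GR-EGFP intensity difference per well; some compounds called inactive have numbers as strong as hits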
#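 medium = tetracycline-free induction medium containing charcoal-stripped FBS | probe or stimulus = dexamethasone, 1.0 µM final | timing = 48 h induction, then 1 h compound, then 30 min agonist, 37 °C | detection = automated 10x imaging of fixed Hoechst-stained cells | read-out basis = nuclear versus cytoplasmic GR-EGFP signal, averaged per well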
# b-catenin transl – alters nuclear translocation of beta-catenin in HeLa cells | immunofluorescence imaging | nuclear translocation activity, % at 5 µM | 190,000 compounds, 0.3% hits;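 active = nuclear translocation activity above 50% at 5 µM, with a well cell count of 50 or more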;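 also: per-cell ratio of nuclear to cytoplasmic median beta-catenin stain intensity; plate controls were DMSO negative control for no effect and GSK-3 inhibitor IX positive control for full effect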
#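 Test system: HeLa cells, endogenous beta-catenin; Compound: single 5 µM dose plus 0.02–20 µM confirmation series; Times: compound exposure 24 h at 37°C; Signal: fluorescence imaging of beta-catenin antibody stain plus DAPI; Read-out: % activation, nuclear-to-cytoplasmic median beta-catenin signal ratio per cell.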
# MT stabilize HCS – stabilizes microtubules in HeLa cells. HeLa tubulin immunostaining HCS, 24 h; share of cells brighter than vehicle mean+2SD. % tubulin-high responders, % at 10 µM. 200,000 compounds, 0.83% hits. AID 2205;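 active = plate Z-score above 3 for both tubulin-high and condensed-nucleus cell shares, with cell loss under 80%, at 10 µM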;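 also: anti alpha tubulin signal scored within the nucleus-defined area of each cell; some results filed as inactive read as strong as hits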
# Autophagy HCS – alters autophagy in cells. calls only at 10 µM (by protocol). MEF GFP-LC3 puncta imaging; test concentration mostly 10 µM. 190,000 compounds, 0.98% hits. AID 463193;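 active = percentage of spot-positive cells more than 3 SD above its plate mean, without a fluorescence outlier flag or 80% toxicity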;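 also: spot-positive cell cutoff set from DMSO-treated cells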
# Yfh1-depleted yeast – enhancers of respiration in Yfh1-depleted yeast, dose response, Friedreich's ataxia, plus single-dose screen (AID 1465); S. cerevisiae Yfh1-off respiration, WST-1 reduction, 72 h; higher fold induction means a stronger effect; fold induction at 50 µM, or EC50 in µM where a hit was titrated; 220,000 compounds, 0.074% hits;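 active = fold induction of absorbance versus untreated yeast above a set limit, then at least 30% activation at any dose in follow-up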;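 also: activators that raise dye reduction in frataxin-depleted yeast; strong numbers were not always called active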
# WT yeast gro inh mutant strain – recorded beside WT yeast gro inh, whose call it bears; inhibition, %; mitochondrial fusion phenotypic screen, mutant strain inhibition
# Dynein transport cytoplasmic EGFP – further read-out of Dynein transport, marked with its call; z-score; measured here: cytoplasmic GR-EGFP intensity; active compounds read high
# Dynein transport nuclear GR-EGFP – second read-out of Dynein transport, no call of its own (marks repeat the call); z-score; measured here: nuclear GR-EGFP intensity;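 lower value marks the stronger effect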
# Dynein transport cell count – also measured in Dynein transport; calls as there; z-score; measured here: cell count per field
# Ins promoter up cell count – also measured in Ins promoter up; calls as there; cell count; measured here: cytotoxicity, nuclei count;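 total cells summed across four imaged fields per well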
# Hep lipid drop cells 6.5 µM – further read-out of Hep lipid drop, marked with its call; cell count; measured here: cell count, cytotoxicity flag;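 cells counted across two imaged fields per well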
# b-catenin transl cell count 5 µM – recorded beside b-catenin transl, whose call it bears; cell count; measured here: cell count, cytotoxicity flag
# MT stabilize HCS Hoechst-high % – recorded beside MT stabilize HCS, whose call it bears; % Hoechst-high responders; measured here: nuclear condensation Hoechst responders;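 share of cells brighter than vehicle mean plus two SD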
# MT stabilize HCS cytotoxicity % – recorded beside MT stabilize HCS, whose call it bears; toxicity, %; measured here: cytotoxicity by cell density;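 0% = mean cell density of plate MIN control wells and 100% = no cells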
# Autophagy HCS cell loss 18 h – second read-out of Autophagy HCS, no call of its own (marks repeat the call); toxicity, %; measured here: cell loss, nuclei count;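 cell loss after 18 h compound exposure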
# An asterisk follows results filed as active; i = inactive; · = not tested or not shown; + = active, no number. Only part of the results is shown; rates above refer to the full screens.
Compound	NOD2 inhibition	Hep lipid drop	Hep lipid drop cells 6.5 µM	WT yeast gro inh	WT yeast gro inh mutant strain	Ins promoter up	Ins promoter up cell count	Dynein transport	Dynein transport cytoplasmic EGFP	Dynein transport nuclear GR-EGFP	Dynein transport cell count	b-catenin transl	b-catenin transl cell count 5 µM	MT stabilize HCS	MT stabilize HCS Hoechst-high %	MT stabilize HCS cytotoxicity %	Autophagy HCS	Autophagy HCS cell loss 18 h	Yfh1-depleted yeast
CN1CCN(C(=S)NC(=O)/C=C/c2cccs2)CC1	18.7%	-0.8	693	·	·	0.08	1343	-0.364	0.29	-0.0598	-0.0774	-3.4	891	·	·	·	·	·	i
CCn1cc(Br)c(C(=O)Nc2ccc(F)cc2F)n1	-11.3%	-0.6	676	·	·	-0.21	1208	0.341	0.207	0.777	-1.47	0.8	1331	·	·	·	·	·	·
COCCn1c(SCc2ccc(C(=O)OC)o2)nc2cc(Cl)ccc2c1=O	-0.1%	·	·	16.9	1.4	-0.1	1165	-0.154	-0.24	0.0785	0.822	-6.2	1017	3.3	2.0	2.4	i	-7.7	i
COc1cc2c(cc1OC)C(CCc1ccccc1)=NCC2	-15.2%	7.4	744	·	·	-0.7	1156	-0.542	-0.153	-0.291	0.703	0.4	1333	·	·	·	·	·	i
COc1ccc(OC)c(S(=O)(=O)N2CCc3ccccc32)c1	-4.9%	-26.6	672	6.6	-1.6	-0.64	1335	-0.772	-0.188	-0.177	-0.467	·	·	2.3	2.9	5.0	i	0.3	i
Cc1cc(=O)oc2cc(Nc3ccccc3)ccc12	-14.5%	15.3	669	-8.6	-14.1	0.65	1455	0.619	-0.153	0.657	-0.253	-0.7	1000	1.7	3.9	12.3	i	-6.8	i
Fc1cc(Br)ccc1Nc1nc2ccccc2n2nnnc12	9.9%	7.6	718	9.4	-3.4	1.08	1082	0.0751	-0.164	0.278	1.21	-3.2	1262	2.2	2.9	10.0	i	-8.9	i
Nc1c([N+](=O)[O-])cnnc1-c1ccccc1	-2.8%	-4.2	692	-5.5	-20.1	0.81	1219	0.299	0.0284	0.2	-0.851	·	·	4.6	1.9	6.6	i	6.6	i
CCOC(=O)N1CCC(n2c(=S)[nH]c3cc(OCC)c(OCC)cc3c2=O)CC1	-1.4%	11.6	736	14.3	2.5	-0.24	1268	0.454	-0.17	0.807	0.139	·	·	2.3	2.1	13.8	+	0.2*	i
Cc1ccc2c(c1)C(=O)c1c(C(=O)O)cccc1-2	30.8%	16.2	672	-8.8	-0.2	0.29	1355	-0.128	-0.302	0.159	0.13	0.7	1571	4.1	2.4	3.1	i	-6.1	i
CC(=O)Nc1ccc(-n2cc(-c3ccccc3)[nH]c2=S)cc1	-38.8%	-2.1	642	-24.9	11.4	-0.7	1474	-1.09	-0.22	-0.711	0.558	-0.4	1143	2.2	1.6	13.4	i	-18.7	i
COc1ccc2c(c1)CC/C(=C\c1ccc(C)o1)C2=O	-100.1%	1.1	670	·	·	0.08	960	-1.49	0.683	-0.344	1.19	1.9	1336	·	·	·	·	·	i
COc1ccc(-c2nc3ccc(N4CCCC4)cc3c(=O)[nH]2)cc1OC	8.1%	·	·	10.2	24.8	-0.76	990	-0.643	-0.0455	0.0197	0.345	-1.0	969	15.1*	13.9*	19.1*	i	6.9	·
CCCn1c(CNC(=O)c2cccs2)nc2ccccc21	-2.0%	·	·	-5.8	5.2	-0.05	1037	0.152	-0.217	0.34	-0.0701	·	·	1.9	4.0	10.7	i	21.3	i
O=C(CSc1ncnc2ccccc12)Nc1cc(S(=O)(=O)N2CCCCC2)ccc1Cl	-7.0%	-7.3	689	17.7	-21.8	-0.53	1429	-0.748	-0.234	-0.329	-0.0195	-1.7	1044	1.5	6.5	12.3	i	-2.4	i
c1ccc(-c2ccc(-c3cnc4n3CCCCC4)cc2)cc1	-25.3%	5.3	771	57.4	48.8	-0.6	798	-0.199	0.304	0.253	-0.332	1.3	1199	4.6	3.3	15.5	i	1.2	i
COC(=O)c1c(N2C(=O)CC(Sc3ccccc3C(=O)O)C2=O)sc(C)c1C (stereo not drawn)	-11.8%	-6.8	337	0.1	10.0	·	·	-0.438	0.47	0.0801	-0.754	0.5	817	4.9	1.0	7.7	i	7.5	i
CC1(C)CC(=O)c2cc(NC(=O)c3ccc(F)cc3)c(=O)oc2C1	-11.8%	5.7	764	-13.9	10.2	0.43	1575	0.217	-0.256	0.414	0.307	-3.0	1112	6.0	3.3	7.1	i	8.3	i
C=CCNC(=O)c1ccc(C2SCC(=O)N2Cc2ccco2)cc1 (stereo not drawn)	-4.4%	-3.7	720	-2.2	11.6	0.35	1264	-0.637	-0.315	-0.24	0.976	-0.5	947	1.8	2.0	6.4	i	1.4	i
O=C(CC1Oc2ccccc2NC1=O)NCCCN1CCN(Cc2ccccc2)CC1 (stereo not drawn)	-8.5%	·	·	-5.1	2.0	0.83	879	-0.946	-0.27	-0.535	0.814	·	·	2.0	3.1	7.3	i	2.5	i
COc1ccccc1N=CC=C1OC(C)(C)C(C)(C)O1	0.0%	-1.3	713	-10.3	1.5	0.1	1234	0.683	-0.183	0.57	-0.807	0.6	1152	3.6	3.7	9.9	i	8.6	i
Cc1cccc(-c2nc3c(c(SCC(=O)N4CCOCC4)n2)CCCC3)c1	1.0%	-5.9	680	-3.0	-12.6	·	·	-0.0566	0.0835	-0.596	1.35	·	·	2.3	1.3	3.5	i	-0.5	i
O=c1[nH]c2cc3c(cc2cc1CN(CCCO)C(=S)NCc1ccco1)OCO3	16.6%	-0.2	732	-8.1	-1.6	-0.26	1541	-0.246	-0.311	0.175	0.557	-1.4	1044	·	·	·	i	-20.2	i
COc1ccccc1NC(=O)c1ccc(CN(c2cc(Cl)ccc2C)S(=O)(=O)c2ccccc2)cc1	-3.9%	·	·	-0.5	2.8	-1.06	1010	-0.381	1.15	0.39	0.58	-5.8	995	4.4	2.8	7.5	i	13.6	i
Cc1cccc(CCNC(=O)CCc2c(C)nc3ncnn3c2C)c1	-1.8%	·	·	-6.1	-9.5	1.34	1079	-0.521	-0.255	-0.156	0.66	-0.3	790	3.2	1.2	1.3	i	-2.6	i
CCOC(=O)N1CCN(C(=O)CSc2ccc(-c3ccc(OC)c(OC)c3)nn2)CC1	-3.3%	-0.1	684	-5.6	11.0	-0.87	1333	-0.497	-0.281	-0.111	0.557	-1.6	1026	2.5	1.4	0.9	i	-5.9	i
Cc1cc(C)nc(N/N=C/c2ccc3c(c2)OCCO3)n1	3.9%	-5.4	702	-0.7	-8.2	-0.27	1201	-0.117	-0.19	0.047	-0.451	2.7	1077	2.2	1.3	3.3	i	14.6	i
COc1ccc(C(=O)N2CCOC2CNC(=O)C(=O)NCc2ccc3c(c2)OCO3)cc1 (stereo not drawn)	4.5%	-0.1	690	5.0	9.9	-0.1	1237	0.327	-0.23	0.345	-0.17	-1.9	1144	4.2	1.4	10.7	i	3.2	i
COc1ccc(C/C(O)=C(\C#N)c2nc3ccccc3[nH]2)cc1OC	12.7%	·	·	2.0	-6.6	-0.02	1060	1.06	-0.149	0.611	-0.959	-1.2	1196	2.0	2.7	14.1	i	7.6	i
Nn1c(COc2ccccc2)nnc1SCC(=O)O	25.0%	-0.1	778	17.9	30.1	-0.45	1193	0.532	-0.109	0.242	-0.25	0.8	1112	2.0	2.3	10.7	i	2.6	i
COc1ccccc1CNC(=O)c1c(N)n(CCCN2CCOCC2)c2nc3ccccc3nc12	5.8%	·	·	37.0	15.5	0.7	1005	-0.0971	-0.0865	-0.275	0.76	1.1	1398	2.4	1.8	7.5	i	3.5	·
O=C(NCC1CCCO1)c1ccc(COc2ccccc2Br)cc1 (stereo not drawn)	12.0%	-4.7	699	23.1	10.3	-0.83	1211	0.282	-0.265	-0.282	-0.0547	5.8	513	2.6	2.3	6.4	i	6.1	i
COC(=O)N/N=C/c1cc(N=Nc2ccccc2)ccc1O	-8.3%	7.5	722	·	·	-0.01	1054	-0.0819	-0.231	0.436	-0.122	0.3	1300	·	·	·	·	·	i
Cc1oc2ccc(OCc3c(F)cccc3Cl)cc2c1C(=O)O	8.4%	-13.0	641	·	·	-0.19	1081	-0.595	-0.295	-0.355	1.44	0.4	1336	·	·	·	·	·	i
Cc1occc1C(=O)Nc1cccc(/C=C/C(=O)O)c1	·	·	·	·	·	·	·	0.397	-0.18	0.787	0.514	·	·	3.8	2.7	10.7	i	-30.9	i
CN1/C(=C/C2CC(=O)N(c3ccc([N+](=O)[O-])cc3)C2=O)C(C)(C)c2ccccc21 (stereo not drawn)	-5.4%	13.5	717	12.3	-0.3	·	·	-0.602	-0.0591	-0.408	0.325	·	·	2.2	2.3	9.6	i	1.7	i

# Screens deposited in PubChem by several laboratories.
